SRC3 inh: inhibitors of human steroid receptor coactivator 3 (SRC3); 0.17% of 360,000 active; HEK293 GAL4-SRC3 luciferase reporter, luminescence; Q9Y6Q9; inhibition, % at 3.6 µM;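 active means inhibition above a per-campaign cutoff, the mean of all compounds plus 3 SD, cut at about 60% in these data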;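 further: 0% = DMSO-treated cells and 100% = gossypol-treated cells at 36 µM; higher means less SRC3-driven luciferase light from the GAL4 reporter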
TWEAK Fn14 block: blocks TWEAK-Fn14 interaction in a reporter cell assay | inhibition, % at 10 µM | AID 1159606 | TWEAK-stimulated Fn14 reporter cells, luciferase luminescence, 8 h | 2% of 360,000 active; in the data active means inhibition above about 50%
COUP-TFII inh: inhibitors of human COUP-TFII (NR2F2); 0.7% of 370,000 active; P24468; AID 686940; HEK293T NGFI-A luciferase reporter, luminescence; inhibition, % at 8.6 µM;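 active means inhibition above a per-plate cutoff, mean inhibition of test wells between control levels plus 3 SD, cut at about 38% in these data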;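 further: cells cotransfected with COUP-TFII expression vector driving the NGFI-A reporter; 0% = median of COUP-TF2 test wells and 100% = reporter-only cells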
Target sequence (P24468 whole entry, looked up): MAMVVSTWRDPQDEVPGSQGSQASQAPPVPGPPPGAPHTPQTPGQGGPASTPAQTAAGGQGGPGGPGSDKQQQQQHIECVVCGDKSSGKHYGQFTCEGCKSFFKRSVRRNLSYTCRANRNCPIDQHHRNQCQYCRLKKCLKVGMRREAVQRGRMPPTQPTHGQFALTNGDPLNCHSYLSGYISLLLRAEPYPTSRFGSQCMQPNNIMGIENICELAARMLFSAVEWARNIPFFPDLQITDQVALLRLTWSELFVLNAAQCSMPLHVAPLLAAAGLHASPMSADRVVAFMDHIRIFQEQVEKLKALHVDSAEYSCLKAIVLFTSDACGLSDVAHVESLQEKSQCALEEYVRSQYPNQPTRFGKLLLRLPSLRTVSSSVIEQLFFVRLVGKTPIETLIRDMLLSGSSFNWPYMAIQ
Shn3 inh set2: reduces Shn3 3'UTR luciferase signal in osteoblasts | Clone20 osteoblast Shn3 3'UTR firefly luciferase, 24 h | inhibition, % at 12.5 µM | 0.52% of 360,000 active | AID 588674;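 active means mean inhibition of at least 75% with every replicate also reaching 75%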;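 further: 0% = median of neutral control wells and 100% = pilot-screen positive control compound; some compounds past the cut are filed as inactive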
NR5A2 inv ag: inverse agonists of human LRH-1 (NR5A2) | AID 602396 | HEK293T StAR-luciferase reporter, LRH-1 transfected, 24 h | O00482 | 0.13% of 360,000 active | inhibition, % at 3.6 µM;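 active means inhibition above the mean inhibition of all tested compounds plus 3 SD, cut at about 73% in these data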;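 further: 0% = DMSO wells and 100% = reporter-only cells lacking LRH-1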
Target sequence (O00482 whole entry, looked up): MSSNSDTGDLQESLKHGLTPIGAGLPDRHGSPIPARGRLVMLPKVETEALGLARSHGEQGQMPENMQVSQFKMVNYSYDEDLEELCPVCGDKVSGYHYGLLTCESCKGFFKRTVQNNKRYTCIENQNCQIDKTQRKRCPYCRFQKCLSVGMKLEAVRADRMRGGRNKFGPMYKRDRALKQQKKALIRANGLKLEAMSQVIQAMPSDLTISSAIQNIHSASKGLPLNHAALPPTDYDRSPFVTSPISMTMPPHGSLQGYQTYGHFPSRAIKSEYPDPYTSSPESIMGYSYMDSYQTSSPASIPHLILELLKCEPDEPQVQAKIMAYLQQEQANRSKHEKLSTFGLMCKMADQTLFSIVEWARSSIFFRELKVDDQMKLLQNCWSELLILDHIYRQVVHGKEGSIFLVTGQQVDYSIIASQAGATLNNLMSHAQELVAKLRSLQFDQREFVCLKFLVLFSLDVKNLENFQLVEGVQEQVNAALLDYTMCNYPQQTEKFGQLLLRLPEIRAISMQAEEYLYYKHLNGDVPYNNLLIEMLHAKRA
EBV LMP1 NFkB: reduces LMP1-driven NF-kappaB luciferase signal. LMP1-induced NF-kappaB luciferase reporter cells, luminescence. inhibition, % at 12.5 µM. 0.69% of 350,000 active. AID 504558; in the data active means inhibition above about 41%;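 further: 0% = neutral control wells and 100% = reference inhibitor control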
NCOA1 inh: human NCOA1 inhibition; Q15788; HEK293 GAL4-SRC1 luciferase reporter, luminescence; inhibition, % at 3.6 µM; 0.12% of 360,000 active; AID 588354;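 active means inhibition above the campaign mean plus 3 SD, with each screening campaign given its own cutoff, cut at about 60% in these data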;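 further: 0% = DMSO treated cells and 100% = gossypol at 36 µM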
TROY signal inh: inhibitors of TROY-dependent NF-kB signaling; Q293 LMP1-TROYcd NF-kB luciferase reporter, 4 h; inhibition, % at 10 µM; 0.98% of 360,000 active;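 active means compounds whose plate-normalised and pattern-corrected inhibition of the luciferase reporter signal at the single screening dose is 50% or more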
C8 TRAIL sens: caspase-8 TRAIL sensitization. inhibition (viability loss, TRAIL sensitization), % at 10 µM. 1% of 360,000 active. NB7+C8 cells + TRAIL, ATPlite viability luminescence. AID 624354;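 active means compounds causing at least 50% loss of cell viability in the single-dose screen, relative to plate controls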
CF NFkB inh: cystic fibrosis NF-kB activation inhibition; KKLEB NF-kB-GFP reporter, PAF-induced, GFP fluorescence overnight; inhibition, % at 5 µM; 0.86% of 360,000 active;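 active means at least 50% inhibition at 5 µM, scaled per plate between neutral and stimulator controls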;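 further: PAF is a Pseudomonas aeruginosa culture filtrate used as stimulus; plate controls were PAF-stimulated DMSO wells for no effect and unstimulated DMSO wells for full effect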
KKLEB cytotox: counter-screen for CF NF-kB inhibitors: cytotoxicity; KKLEB CF airway cells viability, ATPlite luminescence, overnight; hits give low values; cells stimulated with P. aeruginosa culture filtrate; activity change (cytotoxicity), % at 5 µM; 0.36% of 360,000 active;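 active means corrected activity change at or below -50% at 5 µM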
* hit, by the source's call; . = no result given.

| no. | Molecule | SRC3 inh | TWEAK Fn14 block | COUP-TFII inh | Shn3 inh set2 | NR5A2 inv ag | EBV LMP1 NFkB | NCOA1 inh | TROY signal inh | C8 TRAIL sens | CF NFkB inh | KKLEB cytotox |
| --- | --- | --- | --- | --- | --- | --- | --- | --- | --- | --- | --- | --- |
| 1 | Cc1noc(C)c1S(=O)(=O)N(C)C[C@@H]1OCc2cn(nn2)CCCC(=O)N([C@@H](C)CO)C[C@H]1C | 7 | 0 | 5 | -21 | 1 | -3 | -8 | -2 | 10 | -7 | -5 |
| 2 | O=C(N/N=C/c1ccccc1[N+](=O)[O-])c1ccncc1 | -17 | -5 | -10 | 2 | 0 | -1 | -9 | 8 | 2 | -17 | 19 |
| 3 | Cc1cccc(N2CCN(C(=O)C(NS(=O)(=O)c3cccs3)c3ccccc3)CC2)c1C (stereo unspecified) | 5 | 17 | 15 | 2 | 21 | 1 | 6 | 17 | -5 | 14 | 3 |
| 4 | Cc1ccccc1S(=O)(=O)Cc1ccc(C(=O)NCCN2CCN(Cc3ccccc3)CC2)o1 | 6 | 2 | -4 | -12 | 7 | 7 | 0 | 0 | -4 | 0 | 6 |
| 5 | O=C(COC(=O)c1ccc(O)cc1)c1ccc(S(=O)(=O)N2CCCCC2)cc1 | -33 | 8 | 10 | -2 | 12 | -3 | -13 | 17 | -6 | -4 | 14 |
| 6 | Nc1cccc(C(=O)O)c1 | 2 | -17 | -8 | 11 | -7 | -1 | 9 | -19 | -3 | 15 | -15 |
| 7 | COc1ccc(/C=C2\SC(N)=NC2=O)cc1Cl | -5 | 22 | 1 | -13 | 9 | -11 | 1 | -17 | -24 | -1 | 3 |
| 8 | O=C(NCc1n[nH]c(=S)n1-c1ccc(Cl)c(Cl)c1)c1ccc(S(=O)(=O)N2CCCCC2)cc1 | -16 | 34 | 4 | 8 | -2 | -4 | -23 | 17 | 0 | -1 | -2 |
| 9 | CC(C)CN1C(=O)C(=O)N(CC(=O)NC2CCCc3ccccc32)C1=O (stereo unspecified) | 13 | -10 | -3 | -8 | 7 | -1 | 16 | 7 | 7 | -11 | 10 |
| 10 | CCOc1cc(C2C(C(=O)N3CCOCC3)=C(C)NC3=C2C(=O)CCC3)ccc1O (stereo unspecified) | -32 | -7 | -17 | 3 | 4 | -4 | 8 | -30 | -17 | -1 | -1 |
| 11 | COC(=O)c1sccc1-n1cccc1C(=O)N1CCOCC1 | -10 | -24 | 9 | 2 | 5 | -1 | -28 | -14 | -3 | -26 | 9 |
| 12 | Cc1ccn(C(=O)c2cc3c(C)nn(-c4ccccc4)c3s2)n1 | 14 | -13 | . | 9 | 9 | -13 | -15 | -59 | 10 | -4 | -3 |
| 13 | COc1ccc(OC)c(S(=O)(=O)NC(=O)C2(C)CCN2C(=O)Cc2ccc(Cl)cc2Cl)c1 (stereo unspecified) | 8 | 1 | 13 | -21 | 4 | . | -7 | -2 | 2 | 10 | -9 |
| 14 | O=C(C=Cc1ccccc1)NCCNC(=O)C=Cc1ccccc1 | 0 | 7 | 1 | -15 | -41 | 6 | -20 | -11 | -2 | -13 | 21 |
| 15 | CN1C2C=C3C(C#N)=C(N)C(C#N)(C#N)C(c4ccc(Br)cc4)C3C1CC2 (stereo unspecified) | 1 | 14 | 1 | 17 | 9 | -5 | 4 | 2 | 3 | -15 | 12 |
| 16 | COc1ccc(NC(=O)C(=O)NCC2CCCN2S(=O)(=O)c2cccs2)cc1 (stereo unspecified) | 3 | 2 | 10 | -28 | 18 | 7 | -1 | 19 | 26 | 3 | 4 |
| 17 | CC(c1ccccc1)N1CCn2c(nc3cc(NS(C)(=O)=O)ccc32)C1 (stereo unspecified) | 7 | -10 | -16 | -12 | 7 | -1 | -18 | -6 | -2 | -20 | 23 |
| 18 | O=C(NCc1ccccc1)C(=O)Nc1cccc(C(=O)O)c1 | -96 | 9 | -48 | 30 | -169 | 67* | -143 | -27 | 6 | -6 | 0 |
| 19 | CC(=O)N1CCc2cc(NC(=O)C3(C)CCN3Cc3ccc(C(C)C)cc3)ccc21 (stereo unspecified) | 2 | 24 | 13 | 12 | 9 | . | -3 | 24 | 7 | 4 | 1 |
| 20 | NC(=O)c1ccccc1N/C=C/C(=O)c1ccc(Cl)cc1 | -91 | 40 | -43 | -14 | -156 | -6 | -101 | -65 | 88* | -20 | -45 |
| 21 | O=C1CC(N2CCC(c3nc4ccccc4o3)CC2)C(=O)N1c1ccc(F)cc1 (stereo unspecified) | -1 | 0 | 14 | 5 | -3 | 5 | 12 | -10 | 2 | 16 | -9 |
| 22 | CN(C)c1cccc(NC(=O)c2ccc(-c3ccc(F)c(F)c3)c3ccoc23)c1 | -22 | -37 | -19 | -7 | -25 | . | -14 | -29 | 20 | -8 | -3 |
| 23 | O=C(Nc1cccnc1N1CCOCC1)c1ccco1 | -1 | 1 | -2 | 2 | -16 | -3 | 8 | -2 | -15 | -10 | 1 |
| 24 | COc1ccc(CN2C(=O)c3ccccc3C2=O)cc1C(=O)O | -11 | -1 | 8 | 10 | -36 | 3 | -21 | 10 | -32 | 13 | 0 |
| 25 | CCOC(=O)c1[nH]c(C)c(C(=O)N2CCOCC2)c1C | 14 | 0 | 22 | -16 | -36 | 1 | 5 | -6 | -23 | -3 | 2 |
| 26 | COc1ccc(N2C(=O)NC(=O)C2=O)cc1 | 10 | -20 | 5 | -2 | 10 | 3 | -6 | 3 | 5 | 6 | 0 |
| 27 | CC(Nc1n[nH]c(=O)[nH]c1=O)C(=O)N/N=C/c1cccs1 (stereo unspecified) | 17 | -14 | 18 | 13 | 3 | 7 | -15 | -1 | 2 | -18 | 12 |
| 28 | COc1ccccc1C(=O)C1CCCN(Cc2cccc3nccnc23)C1 (stereo unspecified) | 19 | 13 | 18 | 23 | 4 | 0 | 17 | 10 | 6 | -13 | -15 |
| 29 | Cc1cnc(C(=O)OCC(=O)NC(C)c2ccccc2)cn1 (stereo unspecified) | 0 | 11 | 6 | -10 | -10 | -3 | -18 | -4 | -16 | -2 | -2 |
| 30 | COc1ccc(CCNC(=O)c2cnn(-c3ccc(C)c(C)c3)c2NC(=O)c2ccco2)cc1OC | 7 | 5 | 6 | 8 | -17 | 2 | 3 | 19 | -1 | -14 | 5 |
| 31 | CCc1ccc(OC)c(S(=O)(=O)N2CCN(C(=O)c3ccco3)CC2)c1 | 1 | -14 | -9 | -1 | -4 | -8 | -14 | 6 | -7 | -4 | -5 |
| 32 | COc1ccccc1/C=C\C(=O)NCC(=O)N/N=C(\C)Cc1ccccc1 | 13 | 8 | -17 | -25 | 10 | 5 | 7 | 7 | -8 | 6 | 9 |
| 33 | CCn1c(C)nc2cc(C(=O)NNC(=O)Nc3cccc(Cl)c3)ccc21 | 1 | -2 | 2 | 21 | 6 | -9 | 7 | 4 | -3 | 30 | -11 |
| 34 | CCN1CCN(C(=O)CSc2cc(=O)n(C)c3ccccc23)CC1 | 12 | -2 | -51 | 3 | 12 | 7 | -12 | 11 | -1 | -2 | 6 |
| 35 | COc1ccc(CCNC(=O)CN(c2ccccc2)S(C)(=O)=O)cc1OC | -11 | -15 | -8 | 7 | -7 | 0 | -14 | 13 | -3 | 0 | 8 |
| 36 | Cc1cccc(N2CCN(C(=O)/C=C/c3cccs3)CC2C)c1 (stereo unspecified) | -5 | -26 | -30 | 25 | -25 | 6 | 3 | -9 | -15 | -36 | -6 |
| 37 | COc1ccc(Cl)cc1NC(=O)CSc1nnc(Cc2cccn2C)n1-c1ccc(F)cc1 | 8 | 43 | 6 | 21 | 3 | -12 | 14 | 3 | -2 | -3 | -3 |
| 38 | CCCC(=O)Nc1ccc(Cl)c(NC(=O)c2ccc(Br)o2)c1 | -13 | -4 | 3 | -24 | 25 | 1 | 10 | -16 | -7 | -10 | -20 |
| 39 | COC(=O)c1sc(=S)n(-c2cc(F)ccc2F)c1N | 10 | 20 | 4 | -16 | 4 | 4 | -16 | 5 | 16 | 4 | -12 |
| 40 | CCCC(C)NC(=O)C1CCN(S(=O)(=O)c2ccccc2)CC1 (stereo unspecified) | 6 | -13 | -5 | 12 | 12 | -3 | 2 | 0 | 4 | 9 | -6 |
| 41 | COc1ccc(CC(=O)NNc2ncnc3c2cnn3C)cc1 | 2 | -1 | -8 | -11 | -16 | 9 | 12 | 7 | 0 | 4 | -10 |
| 42 | C[n+]1c(-c2ccccc2)cc2c(=Cc3ccccc3)c3ccccc3n21 | 62* | 74* | 31 | 85 | 58 | 30 | 27 | 28 | 81* | 46 | -29 |
| 43 | Cc1ccc2cc(CN(CCCO)S(=O)(=O)c3cccc4nsnc34)c(=O)[nH]c2c1C | -7 | -6 | 16 | 6 | -8 | 0 | -35 | -17 | 17 | 0 | 4 |
| 44 | Cc1cnc(C(=O)OC(C(=O)c2c[nH]c3ccccc23)c2ccccc2)cn1 (stereo unspecified) | 16 | 13 | -15 | -2 | -7 | 0 | -3 | -6 | -5 | -3 | 13 |
| 45 | CCC(CC)N1CCN(CC2CC=CCC2)CC1 (stereo unspecified) | 2 | -2 | 1 | -1 | 3 | 1 | -5 | 12 | 9 | 6 | 10 |
| 46 | CC(C)[C@H](NC(=O)[C@@H]1CSC2c3ccccc3C(=O)N21)C(=O)NCC1CCCO1 (stereo partly specified) | 3 | -8 | -11 | 1 | -8 | 6 | 9 | -13 | -10 | 1 | -8 |

Part of the list above, with one line to a screen:
[35] COc1ccc(CCNC(=O)CN(c2ccccc2)S(C)(=O)=O)cc1OC
[36] Cc1cccc(N2CCN(C(=O)/C=C/c3cccs3)CC2C)c1 (stereo unspecified)
[37] COc1ccc(Cl)cc1NC(=O)CSc1nnc(Cc2cccn2C)n1-c1ccc(F)cc1
[38] CCCC(=O)Nc1ccc(Cl)c(NC(=O)c2ccc(Br)o2)c1
[39] COC(=O)c1sc(=S)n(-c2cc(F)ccc2F)c1N
[40] CCCC(C)NC(=O)C1CCN(S(=O)(=O)c2ccccc2)CC1 (stereo unspecified)
[41] COc1ccc(CC(=O)NNc2ncnc3c2cnn3C)cc1
[42] C[n+]1c(-c2ccccc2)cc2c(=Cc3ccccc3)c3ccccc3n21
compound no.	35	36	37	38	39	40	41	42
SRC3 inh	-11	-5	8	-13	10	6	2	62*
TWEAK Fn14 block	-15	-26	43	-4	20	-13	-1	74*
COUP-TFII inh	-8	-30	6	3	4	-5	-8	31
Shn3 inh set2	7	25	21	-24	-16	12	-11	85
NR5A2 inv ag	-7	-25	3	25	4	12	-16	58
EBV LMP1 NFkB	0	6	-12	1	4	-3	9	30
NCOA1 inh	-14	3	14	10	-16	2	12	27
TROY signal inh	13	-9	3	-16	5	0	7	28
C8 TRAIL sens	-3	-15	-2	-7	16	4	0	81*
CF NFkB inh	0	-36	-3	-10	4	9	4	46
KKLEB cytotox	8	-6	-3	-20	-12	-6	-10	-29

[43] Cc1ccc2cc(CN(CCCO)S(=O)(=O)c3cccc4nsnc34)c(=O)[nH]c2c1C
compound no.	43
SRC3 inh	-7
TWEAK Fn14 block	-6
COUP-TFII inh	16
Shn3 inh set2	6
NR5A2 inv ag	-8
EBV LMP1 NFkB	0
NCOA1 inh	-35
TROY signal inh	-17
C8 TRAIL sens	17
CF NFkB inh	0
KKLEB cytotox	4

From PubChem

Not all compounds are listed, so the mix of outcomes need not match the whole.
